All columns: NCI-60 one-dose screen, growth in % after 48 h at 10 µM unless noted; 100 = growth as untreated, 0 = no growth, -100 = all killed.
HT29: HT29 colon cancer | 7.4% of 81,000 active | AID 1794748
SNB-75: SNB-75 CNS cancer; 5% of 79,000 active; AID 1794750
HCT-116: HCT-116 colon cancer | 7.3% of 82,000 active | AID 1794798
NCI-H322M: NCI-H322M lung cancer | 2.7% of 80,000 active
HCT-15: HCT-15 colon cancer; 5.2% of 82,000 active
SW-620: SW-620 colon cancer; 5.2% of 82,000 active; AID 1794795
KM12: KM12 colon cancer cells; 5% of 82,000 active
HCC-2998: HCC-2998 colon cancer; 4.7% of 79,000 active
COLO 205: COLO 205 colon cancer; 7.3% of 79,000 active; AID 1794742
* = called active by the depositor; & = joins results of further samples. How the source made its calls: active means growth percent below 10; inactive means the rest.

`NNc1ncnc2sc3c(c12)CCN(Cc1ccccc1)C3` gave HT29 21, SNB-75 81, HCT-116 43, NCI-H322M 41, HCT-15 33, SW-620 47, KM12 54, HCC-2998 52 and COLO 205 17.
COc1ccc(Cc2noc(=O)[nH]2)cc1 was read as HT29 113, HCT-116 112, NCI-H322M 119, HCT-15 91, SW-620 109, KM12 117, HCC-2998 110 and COLO 205 111.
`Cc1ccc2c(c1)c(=O)n(-c1ccccc1)c1nnc(Nc3ccccc3)n21` gave HT29 96, SNB-75 83, HCT-116 93, HCT-15 90, SW-620 95, KM12 97, HCC-2998 92 and COLO 205 95.
`COc1cc(O)c(OC)c(OC)c1OC` gave HT29 100, SNB-75 96, HCT-116 101, NCI-H322M 104, HCT-15 108, SW-620 105, KM12 102, HCC-2998 103 and COLO 205 125.
For O=c1[nH]c(=S)[nH]c(O)c1/C=C1\C=c2ccccc2=N\C1=N\c1nccs1 the results were HT29 98, SNB-75 80, HCT-116 94, NCI-H322M 88, HCT-15 85, SW-620 74, KM12 98, HCC-2998 100 and COLO 205 97.
Screening COC(C(N)=O)c1ccccc1 (configuration not stated) returned HT29 108, SNB-75 79, HCT-116 97, NCI-H322M 110, HCT-15 101, SW-620 97, KM12 102, HCC-2998 103 and COLO 205 106.
COc1ccc(-c2cc(C(=O)N3N=C(c4ccccc4)CC3c3cc(-c4ccccc4)nn3-c3ccccc3)c3ccccc3n2)cc1 (configuration not stated) was read as HT29 100, SNB-75 77, HCT-116 99, NCI-H322M 102, HCT-15 100, SW-620 109, KM12 101, HCC-2998 102 and COLO 205 120.
NCCNc1nc(Nc2ccc(-c3nc4ccccc4[nH]3)cc2)c2cn[nH]c2n1 was read as HT29 63, SNB-75 72, HCT-116 15, NCI-H322M 99, HCT-15 101, SW-620 28, KM12 25 and COLO 205 21.
Screening CC(C)c1ccc(C(=O)OC2CCCCC2)cc1 returned HT29 94, SNB-75 87, HCT-116 94, NCI-H322M 95, HCT-15 99, SW-620 95, KM12 98, HCC-2998 99 and COLO 205 108.
`CCn1cc(C(=O)NN=C2CCCCC2)c(=O)c2ccc(C)nc21` gave HT29 101, SNB-75 86, HCT-116 92, NCI-H322M 93, HCT-15 93, SW-620 92, KM12 96, HCC-2998 105 and COLO 205 117.
For Cn1ncc2c(=O)nc3c(C#N)n[nH]n3c21 the results were HT29 101, SNB-75 79, HCT-116 94, NCI-H322M 96, HCT-15 94, SW-620 98, KM12 106, HCC-2998 101 and COLO 205 97.
Screening O=[N+]([O-])C1(CO)COC(c2ccccc2)OC1 (configuration not stated) returned HT29 108, SNB-75 88, HCT-116 100, NCI-H322M 114, HCT-15 90, SW-620 95, KM12 112 and COLO 205 99.
O=C1NC(=O)/C(=C/c2cn(-c3ccccc3)nc2-c2ccccc2)S1 was read as HT29 89&114, SNB-75 79&75, HCT-116 65&94, NCI-H322M 100&102, HCT-15 48&90, SW-620 90&93, KM12 65&88, HCC-2998 88&106 and COLO 205 92&111.
COc1ccc(C(=O)c2sc3nc(C)cc(C)c3c2N)cc1 was read as HT29 108, SNB-75 97, HCT-116 89, HCT-15 92, SW-620 99, KM12 69, HCC-2998 114 and COLO 205 121.
C=CC(=O)Nc1cccc(-c2nc(SC)nc(NCCCC)c2C#N)c1 was read as HT29 74, SNB-75 30, HCT-116 83, NCI-H322M 93, HCT-15 82, SW-620 96, KM12 99, HCC-2998 105 and COLO 205 115.
For COC(=O)C1CC2(C(=O)OC)CC(C(=O)OC)(CC(C(=O)OC)C2=O)C1=O (configuration not stated) the results were HT29 102&106, SNB-75 83&93, HCT-116 97&98, NCI-H322M 104&98, HCT-15 104&99, SW-620 110&109, KM12 103&107, HCC-2998 112 and COLO 205 97&96.
Screening CC(=O)N[C@@H](CNC(=O)c1cc(NC(=O)c2cc(NC(=O)c3cc(NC(=O)c4nccn4C)cn3C)cn2C)cn1C)CC(=O)Nc1cn(C)c(C(=O)Nc2cc(C(=O)Nc3cc(C(=O)Nc4cc(C(=O)NCCCN(C)CCCNC(=O)c5cccc(C(=O)O)c5)n(C)c4)n(C)c3)n(C)c2)n1 returned HT29 68, SNB-75 107, HCT-116 44, NCI-H322M 57, HCT-15 103, SW-620 91, KM12 43, HCC-2998 106 and COLO 205 45.
Screening CC(=O)O[C@H]1CC2CCC3C(CC[C@@]4(C)C3C[C@H]([N+]3(C)CCCCC3)[C@@H]4OC(C)=O)[C@@]2(C)C[C@@H]1N1CCCCC1 (some centres not stated) returned HT29 105, SNB-75 100, HCT-116 101, NCI-H322M 110, HCT-15 118, SW-620 106, KM12 108, HCC-2998 111 and COLO 205 104.
CN(C)N=Nc1ccc(C(=O)O)cc1 was read as HT29 107, SNB-75 90, HCT-116 101, NCI-H322M 82, HCT-15 91, SW-620 102, KM12 110, HCC-2998 107 and COLO 205 119.
`CC(=O)OCC(=O)[C@@]1(OC(C)=O)[C@@H](C)CC2C3C[C@H](F)C4=CC(=O)C=C[C@]4(C)[C@@]3(F)[C@@H](O)C[C@@]21C` (some centres not stated) gave HT29 108, SNB-75 116, HCT-116 93, NCI-H322M 98, HCT-15 85, SW-620 98, KM12 97 and HCC-2998 108.
`O=C1NNC=Nc2c1cnn2-c1ccccc1` gave HT29 106, SNB-75 97, HCT-116 108, NCI-H322M 113, HCT-15 105, SW-620 104, KM12 103, HCC-2998 108 and COLO 205 116.
CC(C)n1c2ccc(Br)cc2c2c3c(c4c5ccccc5ccc4c21)C(=O)N(O)C3=O was read as HT29 104, SNB-75 88, HCT-116 97, NCI-H322M 105, HCT-15 100, SW-620 101, KM12 100 and HCC-2998 107.
`O=C1Nc2ccccc2/C1=C/C(=O)c1ccc(N2CCOCC2)cc1` gave HT29 83, SNB-75 91, HCT-116 92, NCI-H322M 104, HCT-15 93, SW-620 52, KM12 105, HCC-2998 101 and COLO 205 101.
`O=C(Nc1ccc(Nc2ccncc2)cc1)c1ccc(C(=O)Nc2ccc(Nc3ccncc3)cc2)cc1` gave HT29 33, SNB-75 109, HCT-116 33, NCI-H322M 72, HCT-15 80, SW-620 42, KM12 47, HCC-2998 87 and COLO 205 28.
Screening Nc1ccc2c(c1)C(=O)C(=O)c1c-2nc2ccccn12 returned HT29 76, SNB-75 37, HCT-116 1.3*, NCI-H322M -6.7*, HCT-15 -30*, SW-620 4.0*, KM12 20, HCC-2998 19 and COLO 205 -49*.
`O=[N+]([O-])/C(=C\c1ccco1)c1ccccc1Cl` gave HT29 70, SNB-75 65, HCT-116 12, NCI-H322M 80, HCT-15 68, SW-620 84, KM12 89, HCC-2998 95 and COLO 205 83.
CCOC(=O)C1=C(Nc2ccc(Br)cc2)C(=O)N(CC)C1 was read as HT29 103, SNB-75 95, HCT-116 96, NCI-H322M 96, HCT-15 91, SW-620 100, KM12 101, HCC-2998 101 and COLO 205 108.
O=C(N=Nc1c(O)n(Cc2ccccc2)c2ccccc12)c1cc(-c2ccccc2)on1 was read as HT29 98, SNB-75 62, HCT-116 94, NCI-H322M 104, HCT-15 102, SW-620 98, KM12 101, HCC-2998 115 and COLO 205 112.
For Cc1ccc2[nH]c(=O)c(/C=N/Nc3nc(-c4ccccc4)cs3)c(O)c2c1 the results were HT29 106, HCT-116 101, NCI-H322M 101, HCT-15 94, SW-620 98, KM12 100, HCC-2998 111 and COLO 205 109.
COc1ccc(OC)c(Nc2n[nH]c(-c3ccccc3)n2)c1 was read as HT29 105, SNB-75 91, HCT-116 98, NCI-H322M 91, HCT-15 110, SW-620 103, KM12 101, HCC-2998 94 and COLO 205 120.
Screening Clc1cccc(Nc2ncnc3ccc(-c4cncc(-n5cnnn5)c4)cc23)c1 returned HT29 74, SNB-75 60, HCT-116 38, NCI-H322M 15, HCT-15 70, SW-620 97, KM12 91, HCC-2998 94 and COLO 205 88.
Screening Cn1c(=O)c2[nH]c(N/N=C/c3ccccc3Br)nc2n(C)c1=O returned HT29 106, SNB-75 98, HCT-116 103, NCI-H322M 95, HCT-15 100, SW-620 109, KM12 99, HCC-2998 118 and COLO 205 137.
For CCCCCCCCCCCCC(NC(C)=O)(C(=O)OCC)C(=O)OCC the results were HT29 63, SNB-75 97, HCT-116 47, NCI-H322M 111, HCT-15 48, SW-620 80, KM12 70 and COLO 205 70.
For S=C(NNc1ncnc2ccccc12)Nc1ccccc1 the results were HT29 112, SNB-75 117, HCT-116 105, NCI-H322M 102, HCT-15 95, SW-620 105, KM12 108, HCC-2998 132 and COLO 205 113.
For Cc1cc(N=Nc2cccc(S(=O)(=O)O)c2C)c(N)cc1N the results were HT29 112, SNB-75 94, HCT-116 110, NCI-H322M 133, HCT-15 102, SW-620 97, KM12 108, HCC-2998 106 and COLO 205 105.
`Cc1ccc(S(=O)(=O)CCC(=O)Nc2ccc(S(N)(=O)=O)cc2)cc1` gave HT29 106, SNB-75 106, HCT-116 97, NCI-H322M 114, HCT-15 105, SW-620 103, KM12 111, HCC-2998 110 and COLO 205 112.
`CC(O)/C=C/C=C/C(O)CC/C=C/C(=O)NCC(C)(C)O` (configuration not stated) gave HT29 102, SNB-75 96, HCT-116 93, NCI-H322M 106, HCT-15 104, SW-620 118, KM12 102, HCC-2998 91 and COLO 205 118.
For COc1cc(CNc2cc(C(C)(C)C)nn2-c2ccccc2)cc(OC)c1OC the results were HT29 98, SNB-75 75, HCT-116 69, NCI-H322M 106, HCT-15 100, SW-620 93, KM12 102, HCC-2998 123 and COLO 205 114.
CCCC(NC(=O)CNC(=O)c1cccc(N2C(=O)/C(=C/c3ccccc3)SC2=S)c1)C(=O)O (configuration not stated) was read as HT29 103, SNB-75 74, HCT-116 93, NCI-H322M 108, HCT-15 100, SW-620 102, KM12 101, HCC-2998 111 and COLO 205 108.
COc1cc(NC(C)CCCN)c2ncccc2c1 (configuration not stated) was read as HT29 106&103, SNB-75 61&102, HCT-116 92&93, NCI-H322M 100, HCT-15 95&92, SW-620 100&86, KM12 111&104, HCC-2998 104&97 and COLO 205 107&94.
Screening Cc1cc(O)cc2c1[C@H]1CC[C@]3(C)[C@@H](O)CC[C@H]3[C@@H]1C=C2 returned HT29 93, SNB-75 76, HCT-116 87, HCT-15 79, SW-620 72, KM12 102, HCC-2998 48 and COLO 205 108.
Screening Nc1cccc(N=Nc2c(S(=O)(=O)O)cc3cc(NC(=O)Nc4ccc5c(O)c(N=Nc6cccc(N)c6)c(S(=O)(=O)O)cc5c4)ccc3c2O)c1 returned HT29 90, SNB-75 88, HCT-116 124, NCI-H322M 96, HCT-15 110, SW-620 101, KM12 103, HCC-2998 100 and COLO 205 105.
O=C(NCCCNC(=O)c1ccc[nH]c1=O)c1cc(-c2ccccc2)on1 was read as HT29 72, SNB-75 40, HCT-116 79, NCI-H322M 74, HCT-15 96, SW-620 102, KM12 83, HCC-2998 64 and COLO 205 59.
`CCN1CCN(C(=S)SC(SC(=S)N2CCN(CC)CC2)C(=O)c2nnn(-c3ccc([N+](=O)[O-])cc3)c2C)CC1` gave HT29 82, SNB-75 87, HCT-116 92, NCI-H322M 86, HCT-15 85, SW-620 90, KM12 100, HCC-2998 99 and COLO 205 67.
Screening NS(=O)(=O)c1ccc(-c2cc(-c3nnc(SCC(=O)c4ccccc4)n3-c3ccccc3)c3ccccc3n2)cc1 returned HT29 97, SNB-75 52, HCT-116 81, NCI-H322M 99, HCT-15 72, SW-620 99, KM12 91, HCC-2998 102 and COLO 205 108.
`Cc1ccc(OCc2occc2C(=O)Nc2ccc(S(N)(=O)=O)cc2)cc1` gave HT29 96, SNB-75 75, HCT-116 89, NCI-H322M 94, HCT-15 92, SW-620 103, KM12 96, HCC-2998 96 and COLO 205 100.
O=c1[nH]c(-c2ccccc2)ncc1OCc1ccccc1 was read as SNB-75 88, HCT-116 114, NCI-H322M 138, HCT-15 108, SW-620 116, KM12 107, HCC-2998 115 and COLO 205 110.
Cc1ccc(S(=O)(=O)OC(CCC#N)C(CCC#N)OS(=O)(=O)c2ccc(C)cc2)cc1 (configuration not stated) was read as HT29 98, SNB-75 87, HCT-116 88, NCI-H322M 99, HCT-15 94, SW-620 100, KM12 107, HCC-2998 102 and COLO 205 98.
`COc1cccc(CN(c2ccccc2C(=O)O)S(=O)(=O)c2ccc(C)cc2)c1` gave HT29 104, SNB-75 96, HCT-116 103, HCT-15 98, SW-620 110, KM12 98, HCC-2998 110 and COLO 205 104.

Grouped by structure: the entries above containing a halogen.
`CC(=O)OCC(=O)[C@@]1(OC(C)=O)[C@@H](C)CC2C3C[C@H](F)C4=CC(=O)C=C[C@]4(C)[C@@]3(F)[C@@H](O)C[C@@]21C` (some centres not stated) gave HT29 108, SNB-75 116, HCT-116 93, NCI-H322M 98, HCT-15 85, SW-620 98, KM12 97 and HCC-2998 108.
CC(C)n1c2ccc(Br)cc2c2c3c(c4c5ccccc5ccc4c21)C(=O)N(O)C3=O was read as HT29 104, SNB-75 88, HCT-116 97, NCI-H322M 105, HCT-15 100, SW-620 101, KM12 100 and HCC-2998 107.
`O=[N+]([O-])/C(=C\c1ccco1)c1ccccc1Cl` gave HT29 70, SNB-75 65, HCT-116 12, NCI-H322M 80, HCT-15 68, SW-620 84, KM12 89, HCC-2998 95 and COLO 205 83.
CCOC(=O)C1=C(Nc2ccc(Br)cc2)C(=O)N(CC)C1 was read as HT29 103, SNB-75 95, HCT-116 96, NCI-H322M 96, HCT-15 91, SW-620 100, KM12 101, HCC-2998 101 and COLO 205 108.
Screening Clc1cccc(Nc2ncnc3ccc(-c4cncc(-n5cnnn5)c4)cc23)c1 returned HT29 74, SNB-75 60, HCT-116 38, NCI-H322M 15, HCT-15 70, SW-620 97, KM12 91, HCC-2998 94 and COLO 205 88.
Screening Cn1c(=O)c2[nH]c(N/N=C/c3ccccc3Br)nc2n(C)c1=O returned HT29 106, SNB-75 98, HCT-116 103, NCI-H322M 95, HCT-15 100, SW-620 109, KM12 99, HCC-2998 118 and COLO 205 137.

From PubChem BioAssay
